Screening data: PubChem BioAssay, National Center for Advancing Translational Sciences (NCATS)
Pin1 inh: inhibitors of human Pin1; Q13526; Pin1 FP peptide displacement, HiFluor488, 10 min; Potency, µM (top dose mostly 115 µM), inactives show at the highest dose activity, negative = inhibition, usual class: inhibitors; 390,000 tested, 0.009% active; active = well fitted inhibition curve with a large enough effect in the polarisation, with a control signal flat, not every such curve was filed as active; inconclusive = small, poorly fitted or top-dose-only effect, or effect the other way, or a change in a side signal; inactive = no such curve, though single readings can be large or run the other way; the % refers to the polarisation; also: potency is read from the fitted curve at half-maximal effect; % is scaled to controls: 0 for no effect and ±100 for the full control effect
Target sequence (Q13526 whole entry, looked up): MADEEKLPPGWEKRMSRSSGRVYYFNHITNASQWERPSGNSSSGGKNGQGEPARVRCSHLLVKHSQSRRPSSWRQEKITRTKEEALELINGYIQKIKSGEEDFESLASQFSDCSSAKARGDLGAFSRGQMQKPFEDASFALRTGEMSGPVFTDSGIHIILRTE
D2 ag: agonists of human D2 dopamine receptor; P14416; activation, % at 2 µM; 340,000 tested, 0.53% active; HEK293 T-REx D2 cells, calcium flux agonist mode;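 active = activation over 3 SD above normal in the single-dose calcium agonist read, cut at about 30% in these data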; also: 0% is about no effect
Target sequence (P14416 whole entry, looked up): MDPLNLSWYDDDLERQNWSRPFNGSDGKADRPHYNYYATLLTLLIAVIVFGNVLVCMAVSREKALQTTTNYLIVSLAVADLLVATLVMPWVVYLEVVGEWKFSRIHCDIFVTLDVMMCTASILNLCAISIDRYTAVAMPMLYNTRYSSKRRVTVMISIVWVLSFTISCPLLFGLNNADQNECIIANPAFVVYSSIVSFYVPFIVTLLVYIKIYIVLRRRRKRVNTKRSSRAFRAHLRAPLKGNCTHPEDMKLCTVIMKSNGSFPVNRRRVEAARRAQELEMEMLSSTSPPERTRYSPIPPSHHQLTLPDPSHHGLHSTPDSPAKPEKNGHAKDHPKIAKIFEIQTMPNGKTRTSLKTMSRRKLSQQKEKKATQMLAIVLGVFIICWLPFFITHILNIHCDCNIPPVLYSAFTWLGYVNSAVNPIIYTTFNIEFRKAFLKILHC
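Tetracycline-induced HEK293 Trex cells with D2 receptor force-coupled to calcium signaling, plated overnight at 30 C and loaded with no-wash calcium dye. Calcium flux read kinetically for 180 s after compound addition; responses flag agonists.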
TrxR1 substrate: is turned over as a substrate by rat TrxR1. O89049. purified TrxR1 substrate turnover, NADPH consumption readout. Potency, µM (series often up to 114 µM), for the others: at the top dose activity change, negative = substrate turnover. 390,000 tested, 0.01% active. AID 588456; also: potency is read from the fitted curve at half-maximal effect; % is scaled to controls: 0 for no effect and ±100 for the full control effect; nearly all actives have a fitted effect of over 50% in size
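Rat TrxR1, dispensed at 90 nM, was prereduced with 400 uM NADPH (final) for 5 min at ~22 deg C, then incubated with compound 15 min before 400 uM selenite. A first-read NADPH fluorescence drop versus no-compound background flagged substrates.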
TRHR enhancer: allosteric enhancers of human TRH receptor; P34981; TRHR cells, fluo-8 calcium fluorescence, EC20 TRH enhancement; enhancement, % at 2 µM; 360,000 tested, 0.66% active; AID 493056; in the data active = enhancement above about 30%; also: 0% is about no effect
Target sequence (P34981 whole entry, looked up): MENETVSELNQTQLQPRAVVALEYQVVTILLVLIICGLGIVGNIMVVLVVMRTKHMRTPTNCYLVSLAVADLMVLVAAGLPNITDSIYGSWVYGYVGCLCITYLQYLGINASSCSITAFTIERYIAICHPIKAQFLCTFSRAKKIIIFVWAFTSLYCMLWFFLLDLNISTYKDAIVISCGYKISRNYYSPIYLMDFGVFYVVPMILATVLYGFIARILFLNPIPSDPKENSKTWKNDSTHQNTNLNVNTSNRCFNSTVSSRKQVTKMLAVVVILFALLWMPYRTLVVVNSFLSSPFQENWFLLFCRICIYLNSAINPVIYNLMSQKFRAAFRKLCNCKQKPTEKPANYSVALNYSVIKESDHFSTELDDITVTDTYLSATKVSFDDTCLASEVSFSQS
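TRHR-expressing cells loaded with fluo-8 calcium dye were read kinetically (ex 480/em 530) during compound addition, then stimulated with an EC20 of TRH (10 nM final). Enhancement of the Gq-mediated intracellular calcium response was scored.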
TRHR agonist: TRH receptor (human) agonism; TRHR cells, calcium flux fluo-8, FDSS agonist mode; 360,000 tested, 0.18% active; P34981; activation, % at 2 µM; in the data active = activation above about 30%; also: 0% is about no effect
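Fluo-8-loaded TRHR cells; 10 s baseline, compound added, kinetic Ca2+ fluorescence read 1/s, agonist mode.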
USP1 inh: USP1/UAF1 (human) deubiquitinase inhibition | 390,000 tested, 0.23% active | recombinant USP1/UAF1, Ub-Rhodamine cleavage fluorescence | Potency, µM (highest dose often 57.1 µM), for the others: top-dose activity change, negative = inhibition, hits mostly inhibitors | O94782; also: potency is read from the fitted curve at half-maximal effect; % is scaled to controls: 0 for no effect and ±100 for the full control effect; nearly all actives have a fitted effect of over 60% in size; inactives centre near -12
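USP1/UAF1 complex (1 nM) preincubated 15 min at room temperature with compound, then Ub-Rho substrate (150 nM final) added. Kinetic fluorescence at 480/540 nm over 6 reads at 60 s intervals; 50 mM HEPES pH 7.8, 0.5 mM EDTA, 0.1 mg/ml BSA, 1 mM TCEP, 0.01% Tween-20.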
rTrxR1 inhibitor: blocks rat thioredoxin reductase 1 | O89049 | recombinant rTrxR1, NADPH fluorescence consumption, selenite substrate | Potency, µM (highest dose often 114 µM), for inactives: at the top dose activity change, negative = inhibition, most hits filed as inhibitors | 390,000 tested, 1% active; also: potency is read from the fitted curve at half-maximal effect; % is scaled to controls: 0 for no effect and ±100 for the full control effect; nearly all actives have a fitted effect of over 65% in size
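Rat TrxR1 (90 nM in the dispensed reagent) was pre-reduced with 400 uM NADPH for 5 min at room temperature, then incubated with compound for 15 min. After 400 uM selenite was added, NADPH fluorescence (Ex 340/Em 450 nm) was followed for 8 min.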
mIDH1 inhibitor: human IDH1 R132H inhibition. AID 602179. Potency, µM (series often up to 76.6 µM), for inactives: top-dose activity change, negative = inhibition, hits mostly inhibitors. IDH1-R132H enzyme, NADPH consumption, diaphorase/resazurin fluorescence. 390,000 tested, 0.093% active. O75874; also: potency is read from the fitted curve at half-maximal effect; % is scaled to controls: 0 for no effect and ±100 for the full control effect; nearly all actives have a fitted effect of over 65% in size
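IDH1-R132H (0.5 ug/mL) preincubated 30 min with compound, then NADPH (0.016 mM) and alpha-KG (2 mM) added; 80 min at RT, pH 7.5. Remaining NADPH coupled via diaphorase/resazurin to fluorescence (540/590 nm); concentration-response curves normalized to no-enzyme control.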
D2 antagonist: antagonizes the human D2 dopamine receptor. 340,000 tested, 2% active. HEK293 TREx D2 cells, calcium flux, dopamine EC80. P14416. inhibition, % at 10 µM; in the data active = inhibition above about 30%; also: 0% is about no effect
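HEK293 T-REx D2 cells, tet-induced, calcium dye no-wash. Cpd pintool add, 180 s kinetic, then EC80 DA, 180 s kinetic. Ca flux read.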
An asterisk follows results filed as active; ? = inconclusive; / = no result given; & = joins results of further samples; [ ] = dose if it differs, or a comment. Unless noted, calls follow the shape of the dose curve; as a rule, active = well fitted inhibition curve with a large enough effect; inconclusive = small, poorly fitted or top-dose-only effect; inactive = no such curve, though single readings can be large or run the other way. Only part of the results is shown (hit frequency here may not be typical).

SMILES	Pin1 inh	D2 ag	TrxR1 substrate	TRHR enhancer	TRHR agonist	USP1 inh	rTrxR1 inhibitor	mIDH1 inhibitor	D2 antagonist
Cc1nc2ccccn2c1C(=O)Nc1ccc2c(c1)OCCO2	1%	0.2	-12%	-2	0.2	-14%	15%[57.1 µM]	6%	-26
COc1ccc(OCC(=O)Nn2c(-c3ccc(C)cc3)nc3ccccc3c2=O)cc1	-1%	-1.2	-5%	5	-0.4	-15%	-9%	1%	3
CC(C)c1ccc2c(c1)C1(NN=C(c3ccccc3)S1)C(=O)N2 (stereo unspecified)	-3%	0.4	-14%	-7	0.1	-14%	?	-1%	17
CN1CCN(C(=O)C2=C[C@H](C(C)(C)C)C[C@H](OCCCCO)O2)CC1	4%	0.0	8%[57.1 µM]	2	0.3	-20%	11%[57.1 µM]	16%	2
COc1ccc(-c2csc(NC(C)c3nc4cc(C(=O)NCCCO)ccc4n3Cc3ccc(C)cc3)n2)cc1 (stereo unspecified)	23%	/	-9%[57.1 µM]	/	/	-24%	-5%[57.1 µM]	-29%	/
COc1cc2c(cc1OC)C(c1cccs1)N(C(=S)NC(C)C)CC2 (stereo unspecified)	?	5.5	-11%	-6	0.3	-7%	8%[57.1 µM]	-15%	2
CC1CCc2sc(C(=O)OCC(=O)NC(C)C)cc2C1 (stereo unspecified)	2%	-0.2	-1%[57.1 µM]	1	-0.6	-3%	7%[57.1 µM]	1%	-1
CCc1c(O)nc(SCC(=O)Nc2ccc(C)cc2)n(C2CCCCC2)c1=O	?	1.0	0%	-2	-0.1	-15%	10%	-2%	8
CC1CCCN(C(=O)C(=O)Nc2ccc3nc4n(c(=O)c3c2)CCCCC4)C1 (stereo unspecified)	-3%	-0.7	-3%[57.1 µM]	0	0.7	-25%	13%	9%	-20
COc1cc(CC(=O)Nc2ccccc2N2CCOCC2)cc(OC)c1OC	0%	-1.4	7%	-5	0.6	2%	18%[57.1 µM]	8%	-1
O=C(Cc1cn2ccsc2n1)OCc1ccccc1	-4%	0.4	5%[57.1 µM]	-4	0.4	-1%	2%[57.1 µM]	2%	32*
Cc1ccc(Cn2ccc(NC(=O)c3cc(-c4cccs4)on3)n2)cc1	18%	0.3	12%	1	1.4	-14%	?	-1%	2
COCc1[nH][nH]c(=O)c1C=NCC(=O)OC	-7%	4.3	-1%	1	0.6	-22%	29%	-3%	16
Clc1ccc(Cn2cnc3ccccc32)cc1	1%	0.0	-5%	-6	0.1	?	-10%	9%	15
Cc1cc(C)c2[nH]c(=O)c(CN(Cc3cccnc3)C(=S)NCCCN(C)C)cc2c1	-2%	0.4	5%[57.1 µM]	11	-0.6	-10%	7%[57.1 µM]	12%	-2
CCOC(=O)Cn1c(=N)n(CCOc2ccc3ccccc3c2)c2ccccc21	2%	-0.3	-7%	2	1.1	-20%	-8%	7%	13
Cc1nn(Cc2ccccc2Cl)c(C)c1NC(=O)CCCn1nc(C)c([N+](=O)[O-])c1C	0%	0.5	-1%	-7	-1.0	-23%	-14%	4%	-6
CCOC(=O)c1c(NC(=O)c2cc3nc(-c4ccccc4)cc(C(F)(F)F)n3n2)sc2c1CCC(C)C2 (stereo unspecified)	1%	0.8	0%[57.1 µM]	4	0.6	?	11%[57.1 µM]	-9%	/
Cc1ccc(S(=O)(=O)N(C)c2ccc(OCC(=O)Nc3ccc(C(=O)N(C)C)cc3)cc2)cc1C	17%	0.2	2%	14	0.4	-12%	13%	5%	3
O=[N+]([O-])c1ccc(NN=Cc2ccco2)nc1	?	/	-2%	/	/	?	9%	-6%	/
Cc1ccc(NS(=O)(=O)c2c(C)[nH]c(=O)[nH]c2=O)c(Br)c1	-21%	0.2	-4%	-4	0.1	-13%	-4%	-13%	-29
CCOC(=O)CSc1nc(N)c2c3c(sc2n1)CCCC3	1%	-0.8	3%	-4	-0.3	-22%	4%	3%	7
COc1ccc(S(=O)(=O)N2CCC(C(=O)NCc3cccs3)CC2)cc1	-12%	0.9	-3%	7	-1.1	-15%	22%[57.1 µM]	3%	10
CCC1=C2CC[C@H]3C(=O)N(CC)C(=O)[C@H]3[C@H]2[C@@]2(Cc3ccccc3)C(=O)N(Cc3ccccc3)C(=O)N2C1=O	-3%	0.3	4%	-1	-0.1	-21%	32%	-9%	5
CC1(C)Cc2cccc(OCC(=O)NCc3ccc(F)cc3)c2O1	0%	0.7	-14%	1	-2.0	-1%	-17%	7%	19
O=C(OCc1nnc(-c2ccccc2)o1)C1CCN(C(=O)c2ccc(Cl)cc2)CC1	5%	-0.1	-9%	14	-0.8	-16%	1%	5%	-4
COc1ccc(CCNc2nc(N3CCCCC3)nc(N3CCCCC3)n2)cc1OC	0%	0.2	-10%[57.1 µM]	-2	0.0	-29%	4%[57.1 µM]	1%	-7
Oc1c(C=C2N=c3ccccc3=N2)sc(=S)n1-c1ccc(F)cc1	12%&0%	2.2	-5%&8%	18	0.1	-5%&-15%	-3%&24%	2%&6%	-2
CC(C)C[C@H](NC(=O)[C@H](Cc1ccccc1)n1c(=O)[nH]c2ccccc2c1=O)C(=O)N1CCC(C(=O)O)CC1	-1%	0.3	4%	-3	-1.8	7%	6%	-7%	-8
CC(C)C1OC2c3cccc4cccc(c34)C2N1c1ccccc1 (stereo unspecified)	-3%	0.2	11%[0.457 µM]	-3	-0.3	?	13%	4%	-4
C#CCOCCOCCOCCNc1nc(N2CCN(C(=O)C([C@@H](C)O)n3cc([C@@H](N)CCCCN)nn3)CC2)nc(N2CCN(C(=O)[C@H](CC(N)=O)n3cc([C@@H](N)C(C)C)nn3)CC2)n1 (stereo partly specified)	0%	/	6%	/	/	-8%	-6%	13%	/
CCn1c(CN2CCOCC2)nnc1SCC(=O)Nc1ccccc1Cl	-16%	6.6	0%	-3	-0.1	-5%	-1%	3%	19
Cc1ccc(N(C)S(=O)(=O)c2cccc(C(=O)NCCCN3CCCC3=O)c2)cc1	-1%	0.9	-3%	-8	-3.5	-10%	21%	-6%	-11
Cc1ccc(S(=O)(=O)Nc2ccc(-c3nc4ccc(C)cc4s3)cc2)cc1	16%	0.1	64%[activator]	1	0.3	-19%	-38%	8%	-4
OCCN(CCO)c1ccc(C(c2ccc(Cl)cc2)c2ccc(N(CCO)CCO)cc2Cl)c(Cl)c1	7%	9.8	-7%	5	-2.4	-8%	2%	?	-2
COc1ccc(S(=O)(=O)NCC(c2ccco2)N2CCN(c3ccccc3)CC2)cc1OC (stereo unspecified)	-11%	8.9	-1%[57.1 µM]	-2	-0.5	-22%	4%[57.1 µM]	12%	/
Cc1ccc(NC(=O)CN(C)C(=O)c2cccc(S(=O)(=O)N3CCc4ccccc43)c2)cc1	15%	-0.1	-4%	-6	-0.2	-20%	24%	11%	24
Cc1cc(N2CCN(c3ccccc3Cl)CC2)n2cc(-c3ccccc3)nc2n1	9%	-0.8	139%[activator]	-1	-0.2	-19%	75%[activator]	0%	-9
CCC(C(=O)NC1CCCCCC1)n1nc(C)n2c(cc3occc32)c1=O (stereo unspecified)	-4%	0.5	-2%	2	-0.7	-23%	-2%	-5%	-18
CCOc1nnc(C)c2c(C)n(-c3cccc(Cl)c3)nc12	?	2.2	0%	4	6.6	-29%	16%	5%	-5
Cc1ccc(-n2[nH]c3c4c(ccc3c2=O)C(=O)c2ccccc2C4=O)cc1	-10%	0.3	11%	8	0.0	-7%	38%[57.1 µM]	0%	-4
O=S(=O)(CCc1ccncc1)c1ccc(Cl)cc1	-2%	0.5	5%	-5	0.1	5%	-2%	-2%	6
COc1ccc(S(=O)(=O)N2CCN(CC3CC=CCC3)CC2)cc1 (stereo unspecified)	-3%	-1.3	-9%	-2	-0.9	-4%	18%[57.1 µM]	1%	-3
CCN(C(=O)C1CCCCC1)c1nnc(-c2cccnc2)s1	5%	-0.2	-3%	-2	1.5	2%	6%	0%	-2
N#CC1C(=O)NC(=O)CC12CCCCC2 (stereo unspecified)	-2%	/	9%[57.1 µM]	/	/	-15%	0%[57.1 µM]	4%	/
Cc1cnc(C(=O)OCC(=O)Nc2ccc3c(c2)OCCO3)cn1	-2%	1.1	4%	1	-0.1	-18%	10%	3%	-39
CCOc1ccc(C2C(=O)N(C3CCCCC3)CC(=O)N2Cc2ccccc2OC)cc1OC (stereo unspecified)	-13%	0.0	1%[57.1 µM]	0	-0.7	1%	10%[57.1 µM]	8%	/
O=C(CSc1nnc(-c2cccc(S(=O)(=O)N3CCCCC3)c2)o1)c1ccc[nH]1	11%	-0.4	7%	-4	-0.4	-16%	13%	2%	4
CCOC(=O)c1cc2c(ccn2C)n1CC(=O)N1CCC(Cc2ccccc2)CC1	2%	0.8	-6%	-4	-0.4	-12%	20%	1%	12
O=C(CSc1nnc(-c2cccnc2)n1Cc1ccco1)Nc1nc(-c2ccc(F)cc2)cs1	22%	0.2	-6%	-7	-0.1	-23%	12%	1%	-10
Cc1cccc(CCNC(=O)c2cc3c(=O)[nH]c4ccc(C)cc4c3s2)c1	-2%	-0.3	21%	-11	0.2	-22%	47%[activator]	-14%	/
O=C(O)CSc1nc2ccc(Cl)cc2[nH]1	?	-0.3	16%[57.1 µM]	6	0.8	-3%	13%[57.1 µM]	2%	12
Cc1ccc(C(=O)Nc2sc3c(c2C#N)CCCCC3)cc1C	19%	-1.5	26%	0	0.3	-13%	?	9%	-24

Two entries from above in a different format:
Structure: Cc1cnc(C(=O)OCC(=O)Nc2ccc3c(c2)OCCO3)cn1
  Pin1 inh = -2%; D2 ag = 1.1; TrxR1 substrate = 4%; TRHR enhancer = 1; TRHR agonist = -0.1; USP1 inh = -18%; rTrxR1 inhibitor = 10%; mIDH1 inhibitor = 3%; D2 antagonist = -39

Structure: Cc1cccc(CCNC(=O)c2cc3c(=O)[nH]c4ccc(C)cc4c3s2)c1
  Pin1 inh = -2%; D2 ag = -0.3; TrxR1 substrate = 21%; TRHR enhancer = -11; TRHR agonist = 0.2; USP1 inh = -22%; rTrxR1 inhibitor = 47%[activator]; mIDH1 inhibitor = -14%; D2 antagonist = /
